# Screening data: PubChem BioAssay, several laboratories
# FAS-TE inh = blocks the thioesterase domain of human fatty acid synthase | 360,000 tested, 0.67% active | inhibition, % at 15 µM | P49327 | recombinant FAS-TE, OMFH fluorogenic substrate, fluorescence endpoint;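 active means compounds whose normalised, plate-corrected inhibition of enzyme fluorescence in the single-dose primary screen is 50% or more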;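 further: 0% = DMSO with enzyme and 100% = substrate without enzyme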
# PABP1 MLLE inh = blocks PAM2 peptide binding to the PABP1 MLLE domain; P11940; GST-MLLE / FITC-PAM2 fluorescence polarization; inhibition, % at 20 µM; 360,000 tested, 0.36% active; AID 588489; in the data active means inhibition above about 35%, passing the limit was not always enough;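 further: plate controls were DMSO wells with GST-MLLE for no effect and wells lacking GST-MLLE protein for full effect; some results filed as inactive read as strong as hits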
# MT1-MMP act inh = blocks activation of human MT1-MMP; P50281; HT1080 RFP-PRO-GFP cells, GFP/RFP ratio fluorescence, overnight; percent of plate control window, DMSO zero; GFP/RFP ratio change, % at 20 µM; 360,000 tested, 0.061% active; AID 651647;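 active means GFP/RFP ratio change of at least 30% with cell ATP level not reduced by more than half and red fluorescence within 50% of control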; further: strong numbers were not always called active
#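 Assay system: RFP-PRO-GFP reporter HT1080 cells; read-out basis: GFP/RFP fluorescence ratio; benchmarks: DMSO wells and RFP-L50D-GFP cells; doses: 20 µM single dose, 1% DMSO; schedule: overnight cell settling, then overnight compound exposure, 37 °C, 5% CO2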
# eLon inh = inhibits E. coli Lon protease; purified E. coli Lon protease, fluorescence polarization; P0A9M0; AID 602123; 360,000 tested, 0.42% active; inhibition, % at 7.94 µM; in the data active means inhibition above about 13%, passing the limit was not always enough;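 further: 0% = enzyme with probe and DMSO and 100% = no enzyme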
# MsrA inhibitor = bovine MsrA inhibition; purified bovine MsrA, absorbance read-out; inhibition, % at 15.5 µM; 360,000 tested, 0.75% active; AID 651718; in the data active means inhibition above about 4.5%;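 further: 0% = vehicle wells with enzyme and 100% = reference inhibitor wells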
# CSN deneddyl inh = inhibitors of human CSN-mediated cullin deneddylation; Q92905; Purified CSN, SCF-Nedd8-OG deneddylation, fluorescence polarization; inhibition, % at 12.5 µM; 360,000 tested, 0.38% active; AID 651999;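 active means pattern-corrected inhibition above about 35%, with an unprinted fluorescence ratio check between 0.5 and 1.5, limit read from the data, passing the limit was not always enough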;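 further: 0% = enzyme with substrate and 100% = substrate without enzyme; some results filed as inactive read as strong as hits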
#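 Test system: purified human Csn5 enzyme expressed in HEK293T cells. Amount: 0.24 nM enzyme. Reagent: SCFSkp2-Nedd8OG substrate at 10 nM final. Schedule: 90 min incubation of compound, enzyme and substrate at room temperature. Detection: fluorescence polarization. Read-out: % inhibition of substrate cleavage by Csn5.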
# Rpn11 inh = blocks the human proteasome subunit Rpn11; human 26S proteasome, Ub4-pepOG fluorescence polarization; 20S core pre-blocked with epoxomicin; calls only at 20 µM; 360,000 tested, 0.59% active;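 active means inhibition at 20 µM, scaled to each plate's controls, above about 33%, limit read from the data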
# bovine MsrA act = activates bovine MsrA enzyme | purified bovine MsrA, absorbance read-out | AID 602163 | activation, % at 10.6 µM | 360,000 tested, 0.3% active; in the data active means activation above about 7.5%;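 further: 0% = vehicle and 100% = reference activator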
# Rin1-Abl PPI inh = human Rin1-Abl interaction inhibition | P00519+Q13671 | TR-FRET Rin1/Abl binding, biochemical | inhibition, % at 7.35 µM | 360,000 tested, 0.4% active; in the data active means inhibition above about 5%, passing the limit was not always enough
# An asterisk follows results filed as active; i = inactive; + = active, no number. Random draw from the library. Share with any hit: about 3.7%.
SMILES,FAS-TE inh,PABP1 MLLE inh,MT1-MMP act inh,eLon inh,MsrA inhibitor,CSN deneddyl inh,Rpn11 inh,bovine MsrA act,Rin1-Abl PPI inh
COc1ccccc1C1c2c(C)nn(-c3ccccc3)c2NC(=O)C1NC(=O)c1ccccc1 (stereo not given),-6,7,3,-1,-0.8,-6,i,-1,-2
CNC(=O)COC(=O)COc1ccc2c(C)cc(=O)oc2c1,-2,14,2,1,1.7,1,i,-1,-2
O=[N+]([O-])c1ccc(/C=N/N2CCN(Cc3ccccc3)CC2)cc1,24,1,3,-3,3.2,-1,i,-4,-2
COc1ccc2c(CN3CCCCCCC3)cc(=O)oc2c1,14,2,2,-2,2.3,-5,i,-3,2
O=[N+]([O-])c1ccc(CN2CCCCCC2)cc1,-3,-11,-1,2,0.2,3,i,1,-2
CCOC(=O)c1cnn(CCOC(=O)Cc2cccs2)c1NC(=O)Cc1cccs1,-5,-1,-5,-5,-0.9,1,i,-4,-2
O=C(CSc1ccc([N+](=O)[O-])cn1)Nc1ccc2c(c1)OCCO2,85*,20,2,-1,3.1,8,i,-5,1
Cc1ccc(C)c(CN2CCNC2=O)c1,-4,4,2,6,-0.3,-7,i,-3,0
CCC(C)(NC(=O)c1ccccc1)C(=O)O (stereo not given),-8,9,-5,-8,-0.8,-8,i,0,-4
CN(C(=O)CSc1n[nH]c(=O)[nH]c1=O)c1ccccc1,-2,-1,3,4,1.8,-2,i,-8,1
Cn1c(CCN2CCN(c3ccccn3)CC2)nc2cc(NS(=O)(=O)c3ccc(Cl)cc3)ccc21,0,6,2,-8,-0.8,3,i,0,1
COc1cc(C(=O)N2CCN(c3ccc(C)cc3C)CC2)cc(OC)c1OC,-2,1,-2,-8,-0.3,-4,i,-3,-1

# Profiles, looked up by structure. Values in the order: FAS-TE inh, PABP1 MLLE inh, MT1-MMP act inh, eLon inh, MsrA inhibitor, CSN deneddyl inh, Rpn11 inh, bovine MsrA act, Rin1-Abl PPI inh
# Results for Cn1c(CCN2CCN(c3ccccn3)CC2)nc2cc(NS(=O)(=O)c3ccc(Cl)cc3)ccc21 : 0, 6, 2, -8, -0.8, 3, i, 0, 1
# Results for CNC(=O)COC(=O)COc1ccc2c(C)cc(=O)oc2c1 : -2, 14, 2, 1, 1.7, 1, i, -1, -2

# (continued)
SMILES,FAS-TE inh,PABP1 MLLE inh,MT1-MMP act inh,eLon inh,MsrA inhibitor,CSN deneddyl inh,Rpn11 inh,bovine MsrA act,Rin1-Abl PPI inh
CCOC(=O)C1(Cc2ccc(Cl)cc2)CCN(C(=O)c2cscn2)CC1,-3,3,5,10,0.5,-2,i,-1,0
O=C(Cn1nnc(-c2ccncc2)n1)N(C1CCCCC1)C1CCCCC1,3,-1,-4,-12,-0.8,-5,i,-2,0
CCCCCCCOC(=O)c1ccc(OC(=O)c2cccnc2)cc1,29,-4,2,8,-0.6,-2,i,-3,2
CC(C)c1ccc2c(c1)C1Cc3ccccc3C1N2 (stereo not given),6,-22,-50,-33,-1.9,14,+,-8,-1
C=CCC1S/C(=N/N=C/c2cccs2)NC1=O (stereo not given),-8,-50,3,-5,6.7*,2,i,-4,-3
COc1ccc2c(c1)OC[C@H]1[C@H]2N2C(=O)[C@H](C)NC(=O)[C@@]2(C)[C@H]1c1ccccc1,-8,0,0,-1,0.0,-2,i,-1,3
COc1ccc(-c2csc(N3CCC(c4ccccc4)CC3)n2)cc1,21,-21,2,-4,-0.5,0,i,-12,3
CSc1nc(O)c(/C=C2\C=Nc3ccccc32)[nH]1,-5,-118,2,-14,0.2,8,i,-1,-1
COC(=O)c1ccccc1NC(=O)C1CCCN(S(=O)(=O)c2ccc(F)cc2)C1 (stereo not given),22,0,2,-2,0.1,2,i,-1,0
CCCCOC(=O)CN1C(=O)c2ccc(C(=O)OCCCC)cc2C1=O,25,-5,5,4,-0.4,-2,i,2,5
O=c1[nH]c2cc3c(cc2cc1CN(CC1CCCO1)S(=O)(=O)c1ccc(Cl)cc1)OCCO3 (stereo not given),-7,-3,-2,-4,-0.6,4,i,-2,0
COc1ccc(NC(=O)C2C3CCC4C(CCC32)C4(Cl)Cl)cc1 (stereo not given),-9,-1,7,0,-0.8,-3,i,-4,-1
C=CCn1c(C)cc(C(=O)CSc2nnc3n(CCC)c(=O)c4ccccc4n23)c1C,2,-56,-5,5,0.7,3,i,-3,1
C=CCn1c(SCC(=O)Nc2cc(C)on2)nc2sc3c(c2c1=O)CCCC3,-9,8,0,-5,-0.3,-4,i,-5,0
CCN(CC)CCCNC(=O)C1CCC(=O)N(c2ccc(OC)cc2)C1c1ccc(F)cc1 (stereo not given),-3,1,-2,-9,-0.5,1,i,4,4
Cc1cc(C)c(Cc2c(C)nc3c(C(=O)NCc4ccco4)cnn3c2C)c(C)c1,34,8,-17,-6,-0.3,3,i,1,1
CCCCCCC1CC(CCC(=O)Nc2ccc([N+](=O)[O-])cc2)C(=O)O1 (stereo not given),-3,1,3,-6,1.2,-2,i,-6,-1
O=c1[nH]c(=S)c2c(n1-c1ccccc1)CCC2,-8,35,6,-6,5.8*,-4,i,-6,-10
CCOC(=O)c1ccc(S(=O)(=O)Nc2cc(C(=O)O)ccc2Cl)cc1,-4,20,-3,12,0.7,1,i,-2,0
COCC1CCCN(Cc2cn(Cc3ccccc3)nc2-c2cc3ccccc3o2)C1 (stereo not given),12,3,-2,-3,0.0,-6,i,0,1
CC(C)(C)NC(=O)c1cnn2c1NC(c1ccc(F)cc1)CC2C(F)(F)F (stereo not given),2,3,1,-12,0.5,2,i,-12,-1
CCOc1ccc(NS(=O)(=O)c2ccc(C(=O)N(C)CCc3ccc(OC)c(OC)c3)cc2)cc1,-8,-8,-1,-4,-0.4,2,i,-1,2
Cc1ccc(NC(=O)CNc2ccccc2N2CCCC2=O)cc1S(=O)(=O)N1CCOCC1,-6,-10,0,-8,-0.7,-2,i,-3,-1
Cn1c(=O)cc(SCC(=O)N2CCN(C3CCCCC3)CC2)c2ccccc21,4,-6,9,-9,0.8,3,i,-3,-24
COc1ccc(N(CC(=O)Nc2cc(C(=O)O)ccc2C)S(=O)(=O)c2c(C)noc2C)cc1,-10,6,4,-5,0.5,-6,i,-4,1
COc1ccccc1C(=O)NC(CCSC)C(=O)NNC(=O)c1ccc(F)cc1 (stereo not given),-5,16,-3,-14,-0.1,-3,i,-4,-1
CCn1c(O)c(C=NCc2ccccc2)sc1=S,8,20,-2,4,1.2,-10,i,-4,-1
COc1ccc(CCC(=O)N(c2nnc(-c3cccnc3)s2)C(C)C)cc1,4,18,-4,1,2.3,2,i,-5,5
O=C(NCCCc1ccccc1)c1ccccc1,-9,-2,4,-6,0.8,-4,i,-8,-2
CCOc1ccc(NC(=O)CCC(=O)NNC(=O)NC2CCCCC2)cc1,-6,16,3,-5,0.6,5,i,0,-3
CC(C)CN(C(=O)COC(=O)CSc1ccccc1)c1c(N)n(Cc2ccccc2)c(=O)[nH]c1=O,-5,5,3,0,-0.5,3,i,-1,-6
C[C@H](CO)N1C[C@H](C)[C@@H](CN(C)Cc2ccccn2)Oc2ncc(Br)cc2C1=O,-4,12,0,5,-0.1,0,i,0,-2
COc1cccc(NC(=O)CN(C)C(=O)CSc2nc3ccccc3s2)c1,3,-3,-3,-7,0.3,0,i,-1,1
O=Cc1cn(CCC(=O)O)nc1-c1cc2ccccc2o1,-2,-10,2,-5,1.0,8,i,0,3
COc1ccc(NS(=O)(=O)c2cccc(NC(=O)NCCCl)c2)cc1,0,10,2,12,1.1,-11,i,-2,-3
C=CCNC(=S)N/N=C/c1cn(C)c2ccccc12,9,26,3,0,2.0,-1,i,-4,-3

# Brought forward from above: two entries, followed by the next part.
SMILES,FAS-TE inh,PABP1 MLLE inh,MT1-MMP act inh,eLon inh,MsrA inhibitor,CSN deneddyl inh,Rpn11 inh,bovine MsrA act,Rin1-Abl PPI inh
COc1ccc(NS(=O)(=O)c2cccc(NC(=O)NCCCl)c2)cc1,0,10,2,12,1.1,-11,i,-2,-3
C=CCNC(=S)N/N=C/c1cn(C)c2ccccc12,9,26,3,0,2.0,-1,i,-4,-3
OC(c1ccccc1)c1nc(-c2cnc3ccccc3c2)cs1 (stereo not given),8,4,3,-21,-0.1,-1,i,2,0
COc1cc(-c2ccc(NC(=O)CN3CCC(C)CC3)c(OC)c2)ccc1NC(=O)CN1CCC(C)CC1,24,-7,8,1,1.3,-1,i,-2,-3
Cc1ccc(/C=N/n2c(-c3ccncc3)n[nH]c2=S)o1,-9,-34,-4,0,1.3,1,i,0,6
O=C(Nc1ccc(Cl)cc1)c1csc(-c2ccncc2)n1,12,-2,3,-1,-0.5,12,i,-2,-1
COc1ccc(OC)c(-c2cc(C(=O)N3CCCc4ccccc43)no2)c1,36,-1,-5,2,0.1,4,i,-11,-2
O=C(CN1CCc2ccccc21)NN1CC(=O)N(c2ccccc2)CC1=O,-5,9,1,9,-1.6,3,i,-9,-2
O=C(OCC(=O)N1CCOCC1)c1ccccc1OCc1ccccc1,-6,0,-2,7,1.3,1,i,-2,8
O=C(Nc1ccc2c(c1)OCO2)c1cc2n(n1)C(C(F)(F)F)CC(c1ccccc1)N2 (stereo not given),0,-8,-2,1,0.8,-5,i,-9,1
Cc1ccc(-c2cc(C(=O)N/N=C/c3ccccc3O)n[nH]2)o1,10,-6,7,-3,0.7,0,i,-12,0
CC[C@@H]1C=C(C(=O)O)[C@H](c2ccc(Br)cc2)N1S(=O)(=O)c1ccc(C)cc1,-10,4,2,0,1.2,1,i,-3,-3
O=C(CSc1nnnn1-c1cccc2c1CCCC2)NC1CCCC1,5,-6,1,-8,-0.5,-6,i,-1,0
CN1CCN(C(=S)SCc2nc(N)nc(Nc3ccc(F)cc3)n2)CC1,-7,6,3,5,0.7,-2,i,-3,3
O=S(=O)(c1ccccc1)c1nc(-c2ccco2)oc1Nc1ccccc1,23,12,-4,-12,1.6,-3,i,-2,-4
C=CCOn1c(=O)c(-c2ccc(OC)c(OC)c2)[n+]([O-])c2ccccc21,-8,8,3,-4,2.1,-2,i,-5,-2
O=C1CCCC2=C1C1(CCCCC1)N=C(Nc1nc3ccccc3s1)N2,-4,4,0,-6,0.0,-2,i,-4,1
COc1cccc(-c2nn[nH]n2)c1O,-13,1,-1,2,0.0,-2,i,-2,-1
O=C(NCC1CCCO1)C1CCC(=O)N1Cc1ccc(F)cc1 (stereo not given),-8,15,-1,-1,1.0,3,i,-9,2
O=C(CCCn1c(=O)[nH]c2cc(Cl)ccc2c1=O)NCCCN1CCCC1,-7,-10,8,-5,-0.3,-3,i,-2,-4
CCN(C(=O)CSc1nnc(Nc2ccc(OC)cc2)s1)C1CCS(=O)(=O)C1 (stereo not given),-3,-69,-1,-5,1.8,-2,i,0,-2
COc1ccc(NC(=O)CN(C)C(=O)C2CC(=O)N(c3cccc4ccccc34)C2)cc1 (stereo not given),-2,0,0,2,0.3,-2,i,-2,1
O=C(COc1ccccc1O)Nc1ccc(Cl)cc1,2,2,2,-4,0.1,-1,i,-1,-2
Cc1ccccc1CN(C)CC(=O)Nc1ccccc1-c1ccccc1,25,-10,-10,2,0.4,6,i,-2,-3
O=C(CN1C(=O)C(=O)c2ccccc21)NCCc1ccccc1,-5,-7,0,-14,-0.1,4,i,-4,-2
O=C(Nc1ccccc1NC(=O)c1ccccc1F)c1ccccc1F,2,-1,0,-3,-1.1,2,i,0,3
COC(=O)CCC(=O)OC1(C)C(=O)C=C2C=C3CCCN3C=C2C1=O (stereo not given),-7,-7,1,-2,0.4,6,i,-5,-1
